Screens: PubChem BioAssay, Sanford-Burnham Center for Chemical Genomics
H9c2 TAG inh = inhibitors of triacylglycerol accumulation, primary screen, cell-based, uHTS, fluorescence, H9c2; H9c2 cells, Nile Red lipid (TAG) fluorescence; cells loaded with 200 µM oleic acid; 0.66% of 230,000 active; inhibition, % at 12.5 µM;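 active = pattern-corrected inhibition of lipid staining of at least 50% with the nuclear-stain viability signal not falling by more than 50%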;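 also: 0% = DMSO wells and 100% = triacsin C control wells; some results filed as inactive read as strong as hits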
H9c2 TAG inh DAPI viability = also measured in H9c2 TAG inh; calls as there; DAPI nuclei signal change (viability), lower = more cytotoxic, %;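 whole-well DAPI fluorescence read on a plate reader as a viability signal; minus 50 percent equals half of cells still viable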
An asterisk follows results filed as active; i = inactive. Some of the compounds tested, so the mix of outcomes need not match the whole.

Second line of a record: H9c2 TAG inh	H9c2 TAG inh DAPI viability
1. Cc1ccc(CNC(=O)c2ccc(NC(=O)CCS(=O)(=O)c3cccs3)cc2)cc1
    15	-1
2. Cc1ccc(NC(=S)N2CCN(S(=O)(=O)c3c(F)cccc3F)CC2)cc1C
    -8	5
3. Cn1c(SCC(=O)N2CCc3ccccc3C2)nnc1-c1cccs1
    0	1
4. COc1ccc(NC2=NCC(=O)N2c2ccccc2F)c(OC)c1
    5	3
5. CN(C)c1nc(Oc2ccc(N)cc2)nc(N(C)C)n1
    -11	5
6. Cc1ccc(C=Nc2cccnc2N)cc1
    14	-6
7. CCn1nc(C(=O)OCC(=O)c2ccc3c(c2)OCCO3)c2ccccc2c1=O
    -7	2
8. Cc1ccc(-c2nc(Nc3ccc(N4CCOCC4)cc3)c3ccccc3n2)cc1
    50	5
9. Cc1ccc(CCC(=O)Nc2ccc(S(N)(=O)=O)cc2)o1
    -14	11
10. COc1ccc(OC)c(S(=O)(=O)NC(=O)C2(C)CCN2C(=O)CC2CCCC2)c1 (stereo not given)
    8	-7
11. CCn1c2ccccc2c2cc(NC(=O)CSc3nnc(C4CC4)n3Cc3ccco3)ccc21
    30	2
12. COc1ccc(-c2nnc3ccc(SCC(=O)N4CCOCC4)nn23)cc1
    -10	4
13. NC1=NN=C(N2N=C(c3ccc(Br)cc3)CC2(O)C(F)(F)F)n2ncnc2C1 (stereo not given)
    9	7
14. O=C(Nc1ccncc1)C1COc2ccccc2O1 (stereo not given)
    -7	3
15. COc1cccc(/C=C/C(=O)OCC(=O)c2ccc(Br)cc2)c1
    -14	11
16. COc1ccc(Nc2nc(N)nc(CN3CCC(Cc4ccccc4)CC3)n2)cc1
    7	4
17. CCC/C(=C1/c2ccccc2C(=O)N1c1ccccc1)c1ccc2c(c1)OCCO2
    -45	-6
18. CCOC(=O)CSC1=C(C#N)C(=O)NC(c2ccc(OC)cc2)S1 (stereo not given)
    -10	1
19. Cc1ccc(C)c(C(=O)NC(C)CCc2ccccc2)c1 (stereo not given)
    -2	7
20. CC1CCCC(C)N1C(=O)COC(=O)CSc1ccc(C(N)=O)cc1[N+](=O)[O-] (stereo not given)
    1	-4
21. CCc1nn(C(C)C(=O)NCCN2CCN(c3cccc(C)c3C)CC2)c(=O)c2cc3occc3n12 (stereo not given)
    -4	17
22. O=C1Nc2ccccc2N(O)N1c1cc(-c2ccc(Cl)cc2)[nH]n1
    -6	12
23. O=C(CNC(=O)C1CCCCC1)Nc1ccc(Cl)cc1
    -7	-6
24. COc1ccc(N2CCN(CCCNC(=O)Nc3ccccc3)CC2)cc1
    22	-1
25. Cc1ccc(C2(C)NC(=O)N(CC(=O)Nc3nc(-c4ccccn4)cs3)C2=O)cc1 (stereo not given)
    -2	-3
26. CC(=O)c1ccc(NC(=O)NC2CC(=O)N(c3ccc4c(c3)OCCO4)C2)cc1 (stereo not given)
    -4	0
27. CCCCSc1nnc(-c2ccc(OC)cc2)n1C
    -24	6
28. N#Cc1ccccc1Sc1ccccc1C(=O)OCC(N)=O
    13	0
29. CC1CN(S(=O)(=O)c2cccc(C(=O)NCc3ccc4c(c3)OCO4)c2)CC(C)O1 (stereo not given)
    6	-8
30. Cc1cccc(C)c1NC(=O)CNC(=O)c1c(C)nn(C)c1Cl
    8	4
31. CC(NC(=O)Nc1ccccc1)c1ccccc1 (stereo not given)
    4	-2
32. Cc1ccc(S(=O)(=O)CC(=O)N2CCCCCC2)cc1
    12	-3
33. COc1ccc(-c2nc(NC3=NCCCCC3)sc2C)cc1
    7	7
34. O=C(Nc1ccncc1)C1c2ccccc2Oc2ccccc21
    6	5
35. CN1C[C@@H]2[C@@H]3C(=O)N(Cc4ccccc4)C(=O)[C@@H]3[C@](C)(C1=O)N2C(=O)c1ccc(C(C)(C)C)cc1
    1	0
36. CCc1noc(C)c1C(=O)N1CCCSC1=Nc1ccccc1C(C)C
    -1	-1
37. Cc1ncsc1CCC(=O)N1CCCC(Nc2ccc(C(C)C)cc2)C1 (stereo not given)
    1	-4
38. Cc1ccc(C(=O)NC2CCCCCC2)cc1S(=O)(=O)N1CCOCC1
    10	-8
39. CCc1noc(C)c1C(=O)N1CCN(S(=O)(=O)c2ccc(C)cc2C)CC1
    -12	6
40. Cc1ccccc1C(=O)N1CCC(C(=O)Nc2ccc(S(=O)(=O)N(C)C(C)C)cc2)CC1
    19	-3
41. COc1ccc(N=Nc2cc(OC)c(N)cc2OC)cc1
    10	5
42. CC(=O)Nc1ccc(NC(=O)C(C)Sc2nnc(-c3ccc4c(c3)OCO4)o2)cc1 (stereo not given)
    -9	-2
43. Cc1cccc(NC(=O)c2c(C)nc3ccccn23)c1
    11	5
44. COc1ccc(NC(=O)CNC(=O)C2CCCCC2)cc1OC
    3	-1
45. O=C(Nc1ccccc1C(F)(F)F)N1CCCCCC1
    -7	8
46. NS(=O)(=O)c1ccc(CCNC(=O)c2cc(-c3cccs3)nc3ccccc23)cc1
    10	42
47. O=c1c2ccccc2nc(-c2ccco2)n1-c1nc2ccccc2s1
    -12	-14
48. C[C@@H]1CN([C@@H](C)CO)S(=O)(=O)c2ccc(Br)cc2O[C@H]1CN(C)C(=O)Nc1ccc2c(c1)OCO2
    -8	-8
49. O=C(O)c1cccc(Nc2ccc([N+](=O)[O-])cn2)c1
    -1	4
50. O=C(CN1CCN(c2cccc(C(F)(F)F)c2)CC1)N(C1CCCC1)C1CCS(=O)(=O)C1 (stereo not given)
    4	0
51. O=C(NC1CCS(=O)(=O)C1)c1ccc2c(c1)OCO2 (stereo not given)
    -18	7
52. Cc1ccc(SCC(=O)OC(C)C(=O)NCc2ccccc2)cc1C (stereo not given)
    9	4
53. CC1CCC(C(O)(C(=O)c2ccccc2)c2ccccc2)C(=O)C1 (stereo not given)
    -16	3
54. COCCNC(=O)C1(C)CCCN(C(=O)c2ccc3snnc3c2)C1 (stereo not given)
    -11	11
55. Cc1ccnc(NC(=O)C2CC(=O)N(Cc3ccccc3)C2)c1 (stereo not given)
    14	-6
56. O=c1c[n+]([O-])c2ccccc2n1OCc1c(F)cccc1F
    8	-2
57. O=S(=O)(c1ccc(Br)s1)N1CCN(CCc2ccccc2)CC1
    -1	1
58. COc1ccc(OC)c(NC(=O)c2ccc(CN(c3cc(Cl)ccc3C)S(=O)(=O)c3ccccc3)cc2)c1
    16	6
59. Cc1cc(C(F)(F)F)c(C#N)c(N2CCOCC2)n1
    3	-11
60. Cc1ccc2occ(/C=C/C(=O)c3ccccc3O)c(=O)c2c1
    -1	-3

Later entries.
Second line of a record: H9c2 TAG inh	H9c2 TAG inh DAPI viability
61. CCc1nn2c(=O)cc(CSc3nc(C)cc(=O)[nH]3)nc2s1
    0	-1
62. CCN(CC)CCC(c1ccc(OC)cc1)c1c(O)cc(OC)cc1OC (stereo not given)
    7	-9
63. O=C(COc1ccccc1)N(Cc1ccco1)c1ccc(O)cc1
    -8	1
64. Cc1ccc(S(=O)(=O)NC(=O)NCc2ccc3c(c2)OCO3)cc1
    -31	7
65. COc1cccc(NC(=O)CN(C)C(=O)c2ccc(-c3ccc(Cl)cc3)o2)c1
    5	-2
66. Cc1cc(C)nc(OC(C(=O)O)C(OCc2ccccc2)(c2ccccc2)c2ccccc2)n1 (stereo not given)
    18	-5
67. COc1ccc(N=c2scc(C)n2CCCN2CCCC2=O)cc1
    3	-2
68. CC(C)(C)OC(=O)NCc1ccc(CNC(=O)c2ncn(Cc3ccccc3)c2C(=O)NCc2ccc(CNC(=O)OC(C)(C)C)cc2)cc1
    17	-3
69. Cc1cn(CC(=O)NCCc2ccccn2)c(=O)[nH]c1=O
    -11	5
70. N#Cc1ccc(NC(=O)CSc2nc3[nH]c(=O)cc(O)c3s2)cc1
    10	-1
71. CN(CC(=O)Nc1ccc(F)cc1)C(=O)COC(=O)C1=COCCO1
    4	0
72. CCOc1cc(C(=O)N/N=C/c2ccoc2)cc(OCC)c1OCC
    -3	7
73. CCOc1ccc(-n2c(CCc3ccccc3)n[nH]c2=S)cc1
    5	-7
74. NC(=O)c1ccccc1NS(=O)(=O)c1ccc2c(c1)OCCO2
    -32	12
75. Cc1ccccc1SCC(=O)NCC1(N2CCCCC2)CCCCC1
    0	-8
76. Cc1ccc(C2(c3ccccc3)NC(=O)N(CC(=O)N(C)C3CCS(=O)(=O)C3)C2=O)cc1C (stereo not given)
    -14	-9
77. CC(C)C[C@@H](CSc1ccccc1)N1CCN(CC(C)C)CCC1=O
    3	-5
78. COc1ccc(C2=NN(c3ccccc3)C(c3cccs3)C2)cc1 (stereo not given)
    18	i
79. O=C(CN1C(=O)c2ccccc2S1(=O)=O)NCc1ccccn1
    19	-15
80. COc1nc(NC(C)C)nc(N(C#N)CN2C(=O)c3ccccc3S2(=O)=O)n1
    1	-4
81. Cc1cccc(-c2ccc3[nH]c4c(c3c2)CCN2C[C@@H]([C@H](C)O)[C@@H](N(C)C(=O)Nc3ccc(F)cc3)C[C@@H]42)c1
    50*	-9.3*
82. COc1ccc(C(=O)NCC(=O)OCC(=O)N2CC(C)CC(C)C2)cc1 (stereo not given)
    -5	-3
83. CCOc1cc(NC(=S)NCC2CCCO2)c(OCC)cc1NC(=O)c1cccc(C)c1 (stereo not given)
    42	2
84. CC1(C)Cc2c(C#N)c(NCC3CCCO3)nc(-c3ccco3)c2CO1 (stereo not given)
    12	1
85. CCCC1OC2CC3C4CCC5=CC(=O)C=CC5(C)C4C(O)CC3(C)C2(C(=O)O)O1 (stereo not given)
    34	13
86. O=C1N=C(N2CCCCC2)S/C1=C\c1ccccc1F
    11	-4
87. CC(=O)c1ccc(OCc2cc(C(=O)N(C)CC3COc4ccccc4O3)no2)cc1 (stereo not given)
    -8	0
88. Cc1ccc(OC/C(=N\O)C(C)(C)C)c([N+](=O)[O-])c1
    16	-21
89. O=[N+]([O-])c1ccc(N2CCN(C(=S)NCc3ccc(Cl)cc3)CC2)cc1
    -50	-4
90. COc1cccc(S(=O)(=O)Nc2ccc3c(c2)[C@@H]2C[C@H](CC(=O)NCCc4ccccc4)O[C@H](CO)[C@@H]2O3)c1
    -8	-6
91. CC1CCCCN1C(=O)/C=C/c1ccccc1[N+](=O)[O-] (stereo not given)
    9	-1
92. C/C(CS(=O)(=O)c1ccc(Cl)cc1)=N/NC(N)=S
    -21	-11
93. O=[N+]([O-])c1cc(F)cc(F)c1Nc1ccc(F)cc1
    13	-1
94. O=C1C2C3C=CC(C3)C2C(=O)N1/N=C/c1cn(Cc2ccc(F)cc2)c2ccccc12 (stereo not given)
    -2	-10
95. Cc1ccc(NS(=O)(=O)c2cc(OCC(N)=O)c(C)cc2Cl)cc1C
    -6	-6
96. O=C(CCCN=C1NS(=O)(=O)c2ccccc21)Nc1ccc(Cl)cc1
    5	1
97. C/C(=N\NC(=O)CCC(=O)Nc1ccc(C)c(C)c1)C1CC1
    -5	1
98. Brc1cccc(-c2cnc3n2CCCCC3)c1
    13	-7
99. CC(=O)c1ccc(N2CCN(C(=S)Nc3cccc(F)c3)CC2)cc1
    -3	-5
100. O=C(O)CSCC(=O)N1CCCCC1
    2	4
101. S=C(NC1CC1)SCc1ccco1
    6	0
102. COc1cc(C)c(S(=O)(=O)n2ccc(C)n2)cc1C
    -15	8
103. O=C(c1ccc(F)cc1)N(Cc1ccco1)C1CCS(=O)(=O)C1 (stereo not given)
    -12	7
104. Cc1ccc(NC(=S)N(Cc2ccco2)C2CCN(C(C)C)CC2)cc1
    -4	13
105. Cn1ncc2c(Nc3cccc4ccccc34)ncnc21
    8	-7
106. COc1cccc(NC(=O)CN(C)CC(=O)Nc2ccc3c(c2)OCO3)c1
    5	-11
107. Cc1cc(C)c(NC(=O)CSc2nnc(SCC(=O)Nc3c(C)cc(C)cc3C)n2N)c(C)c1
    3	-7
108. CCOC(=O)C1CCN(C(=O)CCNS(=O)(=O)c2ccc(C)cc2)CC1
    -1	3
109. CCNC(=S)NCc1ccc2c(c1)OCO2
    -8	3
110. CCOC(=O)C1CCN(S(=O)(=O)c2ccc3[nH]c(=O)ccc3c2)CC1
    1	-6
111. Nc1cc2[nH]c(=O)c3ccccc3c2cc1Br
    -4	8
112. CCOc1ccc(C)cc1S(=O)(=O)n1ccc(C)n1
    -11	-1
113. CNC(C)C#Cc1ccc2oc3cccc(OC)c3c(=O)c2c1 (stereo not given)
    13	0
114. O=C(NCc1cccnc1)c1cc2nc(-c3ccc4c(c3)OCO4)cc(C(F)(F)F)n2n1
    -13	2
115. COc1ccc(OC)c(S(=O)(=O)NC(=O)C2(C)CCN2C(=O)C2(c3ccc(Cl)cc3)CC2)c1 (stereo not given)
    -3	9
116. Cc1cc(C)c(/C=N/NC(=O)c2nnn(-c3nonc3N)c2COc2ccc(F)cc2)c(C)c1
    -1	13
117. Cc1cc(/C=N/NC(=O)c2ccsc2)c(C)n1-c1cnccn1
    4	5
118. NC(=O)c1ncn([C@@H]2O[C@H](CNC(=O)[C@H](N)CSCc3ccccc3)[C@@H](O)[C@H]2O)n1
    -6	9
